Assay outcomes deposited in PubChem by several laboratories.
SUMO1 PPI mod: modulators of SUMO1 protein-protein interactions, primary screen, biochemical, uHTS; Small ubiquitin-related modifier 1 (Homo sapiens), P63165; SUMO1 binding to a labelled peptide, TR-FRET, 1 h; inhibition, % at 20 µM; hit rate 0.33% among 360,000; AID 602429, 2012; in the data active = inhibition above about 37%
Target sequence (P63165 whole entry, looked up): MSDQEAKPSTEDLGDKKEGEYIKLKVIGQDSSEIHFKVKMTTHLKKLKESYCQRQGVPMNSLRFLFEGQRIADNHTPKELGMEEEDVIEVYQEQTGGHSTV
LMPTP inh: LMPTP phosphatase inhibitors, primary screen, biochemical, fluorescence intensity, uHTS; hit rate 0.22% among 360,000; recombinant LMPTP-A, OMFP fluorogenic substrate; inhibition, % at 20 µM; Low molecular weight phosphotyrosine protein phosphatase (Homo sapiens), P24666;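 active = compounds that cut the enzyme signal by at least half of the control window in the single-dose screen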;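 note: plate controls were DMSO wells with enzyme plus substrate for no effect and substrate without enzyme for full effect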
Target sequence (P24666 whole entry, looked up): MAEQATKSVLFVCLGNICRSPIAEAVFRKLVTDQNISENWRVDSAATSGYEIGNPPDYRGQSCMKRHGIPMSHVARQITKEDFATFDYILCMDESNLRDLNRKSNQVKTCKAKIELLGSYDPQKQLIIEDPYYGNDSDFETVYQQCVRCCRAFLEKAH
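Test system: LMPTP-A, protein tyrosine phosphatase of low molecular weight; Input: 0.625 nM enzyme; Incubation: 50 min dark incubation at room temperature; Signal: endpoint fluorescence intensity from OMFP dephosphorylation; Read-out basis: % inhibition versus control wells.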
eLon inh: inhibitors of E. coli Lon protease, primary screen, biochemical, fluorescence polarization; purified E. coli Lon protease; P0A9M0; hit rate 0.42% among 360,000; inhibition, % at 7.94 µM; in the data active = inhibition above about 13%, passing the limit was not always enough;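 note: 0% = enzyme with probe and DMSO and 100% = no enzyme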
DNMT1 inh: human DNMT1 methyltransferase inhibitors, primary screen, biochemical, molecular beacon, fluorescence, HinP1I cleavage, uHTS. DNA (cytosine-5)-methyltransferase 1 (Homo sapiens), P26358. inhibition (reported as % activation of signal), % at 10 µM. hit rate 0.83% among 360,000. AID 588458, 2011; in the data active = inhibition above about 50%
CendR NRP1 mod: modulators of CendR peptide binding to NRP-1, primary screen, biochemical, fluorescence polarization, uHTS | FAM-RPARPAR peptide binding to NRP-1 | AID 602438, 2012 | inhibition, % at 25 µM | hit rate 0.85% among 360,000 | Neuropilin-1 (Homo sapiens), O14786;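 active = inhibition or corrected inhibition above about 18%, plus a signal ratio from 0.5 to 1.5, limit read from the data, passing the limit was not always enough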; note: strong numbers were not always called active
MsrA act: bovine MsrA enzyme activators, primary screen, biochemical, absorbance, HTS; Methionine sulfoxide reductase A (Bos taurus); purified bovine MsrA, absorbance read-out; activation, % at 10.6 µM; hit rate 0.3% among 360,000; in the data active = activation above about 7.5%;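 note: 0% = vehicle and 100% = reference activator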
MsrA inhibitor: bovine MsrA enzyme inhibitors, primary screen, biochemical, absorbance, HTS | purified bovine MsrA, absorbance read-out | inhibition, % at 15.5 µM | hit rate 0.75% among 360,000; in the data active = inhibition above about 4.5%;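 note: 0% = vehicle wells with enzyme and 100% = reference inhibitor wells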
STEP inh: STEP phosphatase inhibitors, primary screen, biochemical, fluorescence intensity, uHTS. Tyrosine-protein phosphatase non-receptor type 5 (Homo sapiens), P54829. recombinant STEP, OMFP fluorogenic substrate. inhibition, % at 20 µM. hit rate 0.25% among 360,000;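 active = inhibition at 20 µM, scaled per plate between control wells, above about 37%, limit read from the data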;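 note: 0% = DMSO with enzyme and substrate and 100% = substrate only without enzyme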
Target sequence (P54829 whole entry, looked up): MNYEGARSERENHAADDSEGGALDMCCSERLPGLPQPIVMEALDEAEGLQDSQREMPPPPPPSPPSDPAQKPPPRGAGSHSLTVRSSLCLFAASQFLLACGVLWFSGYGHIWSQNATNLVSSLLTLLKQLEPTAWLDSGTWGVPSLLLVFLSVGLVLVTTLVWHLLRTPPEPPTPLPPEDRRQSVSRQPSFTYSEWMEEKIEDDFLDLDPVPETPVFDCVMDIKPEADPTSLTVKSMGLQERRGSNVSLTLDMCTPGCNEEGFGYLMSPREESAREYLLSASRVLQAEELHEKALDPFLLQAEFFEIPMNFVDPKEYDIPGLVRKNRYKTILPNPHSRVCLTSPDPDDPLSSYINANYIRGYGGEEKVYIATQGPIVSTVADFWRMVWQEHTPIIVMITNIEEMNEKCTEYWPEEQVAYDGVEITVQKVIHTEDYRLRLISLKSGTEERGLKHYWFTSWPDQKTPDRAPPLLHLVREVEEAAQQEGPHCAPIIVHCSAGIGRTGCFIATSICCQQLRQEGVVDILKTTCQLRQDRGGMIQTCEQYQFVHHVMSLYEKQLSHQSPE
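Test system: STEP tyrosine phosphatase / Reagent: OMFP at 25 µM / Doses: 20 µM, 1% DMSO / Read-out: percent inhibition scaled to no-enzyme and uninhibited-enzyme controls, plate-pattern corrected / Detection: FITC-channel fluorescence of OMFP product / Medium: Bis-Tris buffer pH 6.0, 2.5 mM DTT, 0.005% Tween 20 / Schedule: 20 min at room temperature, dark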
Scp-1 inhibitor: Scp-1 phosphatase inhibitors, primary screen, biochemical, colorimetric, uHTS; Recombinant Scp1, phosphopeptide, malachite green phosphate absorbance; inhibition, % at 20 µM; hit rate 0.88% among 340,000; AID 493091, 2011;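 active = inhibition above about 50% at 20 µM, limit read from the data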;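 note: plate controls were DMSO wells with enzyme for no effect and wells lacking enzyme for full effect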
Target sequence (Q9GZU7 76-261 limits assumed): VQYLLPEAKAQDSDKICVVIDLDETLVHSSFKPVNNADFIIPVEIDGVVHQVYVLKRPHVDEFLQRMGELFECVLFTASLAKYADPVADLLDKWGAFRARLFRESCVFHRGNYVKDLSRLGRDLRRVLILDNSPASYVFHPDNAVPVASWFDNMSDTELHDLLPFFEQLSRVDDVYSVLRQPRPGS
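Times: enzyme reaction 45 min at room temperature, colour 5 min, stabilisation 30 min. Material: SCP-1 catalytic fragment, aa 76-261. Medium: Acidic Tris acetate buffer with magnesium and detergent. Signal: colorimetric free-phosphate detection, absorbance 630 nm. Read-out basis: % inhibition of SCP-1 phosphate liberation. Reagent: Phosphorylated 17-residue peptide substrate.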
TbMetRS inhib: T. brucei MetRS inhibitors, primary screen, biochemical, luminescence; methionyl-tRNA synthetase (Trypanosoma brucei brucei); hit rate 0.4% among 360,000; purified T. brucei MetRS, ATP depletion, Kinase-Glo luminescence; inhibition, % at 11.9 µM;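 active = inhibition above a per-plate cutoff of the control wells' mean inhibition plus 3 SD, cut at about 5.5% in these data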;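 note: 0% = DMSO wells median and 100% = median of wells with control inhibitor compound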
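technique = Kinase-Glo luminescence, ATP depletion format | system = purified MetRS (methionyl-tRNA synthetase) enzyme from Trypanosoma brucei | timing = 15 min preincubation, 2 h reaction, all 25 °C | evaluation = percent inhibition versus plate control medians | dosing = single dose, 11.9 µM final nominal, 0.9% final DMSO | also added = substrates ATP, L-methionine and bulk Escherichia coli tRNA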
* = called active by the depositor; · = no result given. Compounds as they come; 4.3% or so of the library scored in one or more.

SUMO1 PPI mod | LMPTP inh | eLon inh | DNMT1 inh | CendR NRP1 mod | MsrA act | MsrA inhibitor | STEP inh | Scp-1 inhibitor | TbMetRS inhib | Compound
-11.2 | 6.6 | 3.5 | 21.7 | 7.7 | -1.6 | 1.2 | -1.8 | 31.5 | -0.5 | O=C(NCCc1ccccc1)c1cc2ncc(Br)cn2n1
2.4 | -1.8 | -0.8 | 0.2 | 5.0 | -2.7 | 0.1 | 9.1 | -2.7 | -0.1 | CCOc1ccccc1NC(=O)COC(=O)CC(NC(N)=O)c1ccc(Cl)cc1 (stereo not drawn)
3.8 | -0.5 | -4.8 | 0.0 | -4.7 | -11.9 | 1.1 | -3.3 | -2.2 | -0.3 | CN(CC(=O)NCc1ccc2c(c1)OCO2)S(=O)(=O)c1ccc(Cl)cc1
120.2* | 95.6* | 2.9 | 96.0* | 14.9 | -1.9 | 2.2 | 99.4* | 95.8* | 0.0 | O=S(=O)(O)c1ccc(O)c2cc(Nc3ccccc3)ccc12
-3.5 | 0.1 | -5.6 | -3.8 | 5.8 | -1.8 | -0.8 | 2.2 | 2.6 | 0.4 | O=C(c1cc(Cl)nc2ccccc12)N1CCc2ccccc2C1
4.7 | -1.4 | -0.6 | 0.7 | -3.2 | -1.7 | 1.2 | 2.1 | -7.4 | -0.1 | Cc1cc(C)c(NC(=O)c2ccc(S(=O)(=O)N3CCOCC3)cc2)c(C)c1
-2.1 | -2.7 | -4.5 | 0.2 | 24.7* | -1.2 | 0.9 | 1.7 | -3.0 | -0.6 | COc1cc(C#N)ccc1OC(=O)Cc1cc(OC)c(OC)c(OC)c1
1.9 | 0.7 | 2.4 | 1.9 | 1.6 | 1.6 | 0.6 | -0.5 | -3.1 | -0.1 | C/C(CC(=O)NC1CCCCC1)=N\NC(=O)c1ccc(Br)cc1
1.3 | 0.1 | 0.9 | 0.5 | 6.2 | -0.9 | 0.4 | 2.8 | -6.9 | -0.2 | O=c1c2nnn(-c3ccc(Br)cc3)c2ncn1Cc1ccccn1
1.4 | 0.8 | -0.3 | -1.8 | -11.6 | -1.2 | -0.7 | 0.4 | -7.3 | -0.4 | Cc1ccc(NC(=O)c2ccccc2N2C(=O)C3C4C=CC(C5CC45)C3C2=O)cc1C (stereo not drawn)
2.4 | 2.0 | -4.5 | 6.7 | -2.1 | 2.7 | 0.2 | -0.7 | -2.8 | 0.4 | CSc1ccc(CCNC(=O)C2CCN(c3nnc(-n4cccc4)s3)CC2)cc1
-1.8 | -2.9 | -0.3 | -0.9 | 2.7 | -2.6 | -1.0 | -1.9 | · | -0.7 | COc1ccccc1S(=O)(=O)N(C)C[C@H]1OCc2cnnn2CCCC(=O)N([C@@H](C)CO)C[C@@H]1C
-6.8 | 0.3 | -3.6 | -2.4 | -14.5 | -4.8 | 3.8 | 1.2 | 0.6 | -0.8 | CCNC(=O)COc1ccc(/C=N/NC(=O)c2cccnc2)cc1OC
1.5 | -1.6 | -8.4 | 4.8 | -0.9 | -3.7 | 0.9 | 0.1 | -4.9 | -0.6 | CNC(=O)NC(=O)COC(=O)CCc1nc(=O)c2ccccc2n1C
0.3 | -1.3 | -2.4 | 1.8 | 1.3 | -3.1 | -0.2 | -3.0 | -4.3 | -0.8 | COc1ccc(NC(=O)C2CC2)cc1-n1cnnn1
1.4 | -1.1 | 0.3 | 5.5 | -0.8 | -2.3 | -0.6 | -0.6 | -3.9 | -0.4 | Cc1n(Cc2ccccc2)c2ccccc2[n+]1Cc1ccccc1
0.7 | 0.0 | -9.8 | -2.4 | -7.7 | -1.9 | 0.6 | 0.3 | -0.6 | 0.2 | Cc1ccc(NC(=O)C2C3CCC(O3)C2C(=O)O)cc1Cl (stereo not drawn)
2.3 | -0.5 | -14.8 | 0.4 | -5.1 | -2.9 | -0.3 | 0.9 | -0.8 | -0.3 | CC1CN(C(=O)Cn2c(=O)oc3ccccc32)CC(C)O1 (stereo not drawn)
0.0 | -0.2 | -4.1 | 0.8 | -11.4 | -2.7 | 0.3 | -3.5 | -5.2 | -0.6 | COC(=O)C1CCN(C(=O)c2ccccc2Oc2ccccc2)CC1
-1.8 | -0.1 | 12.8 | 1.3 | -6.6 | 2.1 | -0.2 | -2.2 | 1.6 | -0.2 | O=C(NC1CCCC1)C1CCCN1C(=O)Nc1ccccc1 (stereo not drawn)

The last 2 compounds of the section above open the next one.
SUMO1 PPI mod | LMPTP inh | eLon inh | DNMT1 inh | CendR NRP1 mod | MsrA act | MsrA inhibitor | STEP inh | Scp-1 inhibitor | TbMetRS inhib | Compound
0.0 | -0.2 | -4.1 | 0.8 | -11.4 | -2.7 | 0.3 | -3.5 | -5.2 | -0.6 | COC(=O)C1CCN(C(=O)c2ccccc2Oc2ccccc2)CC1
-1.8 | -0.1 | 12.8 | 1.3 | -6.6 | 2.1 | -0.2 | -2.2 | 1.6 | -0.2 | O=C(NC1CCCC1)C1CCCN1C(=O)Nc1ccccc1 (stereo not drawn)
5.2 | -0.6 | -9.5 | 1.4 | 9.1 | -3.5 | 0.8 | -3.3 | 0.6 | -0.3 | CCC(C(=O)N1CCOCC1)n1c2ccccc2c2nc(=O)cc(C)n21 (stereo not drawn)
2.9 | 0.6 | -12.7 | 2.6 | -6.2 | -2.3 | -0.2 | -4.3 | 3.0 | 0.0 | COc1ccc(NC(=S)NN(C)C(=S)Nc2ccc(OC)cc2)cc1
-1.3 | 1.0 | 5.1 | -8.6 | 2.3 | -0.3 | -0.7 | -0.1 | -9.7 | 0.8 | CS(=O)(=O)N(Cc1ccc(Cl)cc1)c1ccc(C(=O)NCCC2=CCCCC2)cc1
2.7 | -2.7 | -10.3 | 6.3 | -3.9 | -4.5 | -0.6 | -4.3 | 6.8 | -0.3 | C#CCOCCOCCOCCNc1nc(N2CCN(C(=O)[C@H](CCC(=O)O)n3cc([C@@H](N)[C@H](C)CC)nn3)CC2)nc(N2CCN(C(=O)[C@H](CCC(=O)O)n3cc([C@@H](N)CCSC)nn3)CC2)n1
-10.6 | 2.0 | 3.8 | 48.5 | -56.3 | -0.7 | 0.4 | 6.2 | -4.4 | -0.2 | NC(=O)CC(NC(=O)c1ccc(Br)cc1)c1ccc(NC2CCCCCC2)c([N+](=O)[O-])c1 (stereo not drawn)
6.1 | -0.2 | 5.3 | -7.5 | 7.2 | -2.6 | -0.5 | -2.3 | -8.8 | 0.9 | O=C(O)c1ccc2c(c1)N(Cc1ccccc1)C(=O)c1ccccc1S2=O (stereo not drawn)
5.8 | 6.3 | -2.1 | 6.0 | -9.5 | -12.8 | 1.6 | 1.4 | -12.8 | -1.2 | O=C(N/N=C/c1ccc([N+](=O)[O-])cc1)c1cc2ccccc2o1
-2.5 | -1.1 | 13.1 | 3.4 | 26.5* | -1.8 | 0.4 | 1.5 | -5.4 | -0.3 | COC(=O)C1CC2(C(=O)OC)CC(C(=O)OC)(CC(C(=O)OC)C2=O)C1=O (stereo not drawn)
-5.2 | -1.4 | 3.5 | -1.1 | 3.1 | -2.2 | -0.5 | 2.4 | -11.0 | -0.5 | COC(CNC(=O)C1CCC(CNS(=O)(=O)c2c(C)cc(C)cc2C)CC1)OC (stereo not drawn)
1.8 | -1.2 | 8.0 | 4.1 | 10.9 | -5.8 | 0.1 | -0.7 | -3.7 | 0.7 | CC(Cc1cccs1)NC(=S)Nc1ccc(Cl)cc1 (stereo not drawn)
2.1 | 0.7 | -14.5 | 8.1 | 9.5 | -10.4 | 0.3 | 1.2 | 1.4 | -0.6 | COc1ccc(-c2cc(C(F)(F)F)nc(-n3ccnc3C)n2)cc1
-11.7 | -1.2 | -5.6 | -1.8 | -7.6 | -6.0 | -1.4 | -2.0 | -1.4 | 0.1 | Cc1ccc(C2NC(=O)c3sc(=S)n(-c4ccccc4)c3N2)cc1 (stereo not drawn)
12.0 | -0.8 | 4.5 | -3.6 | 4.8 | -3.8 | · | -2.3 | -0.2 | -0.1 | CC1CCN(S(=O)(=O)c2ccc(NC(=O)C3CCCCC3C(=O)O)cc2)CC1 (stereo not drawn)
-0.4 | 0.0 | 2.0 | -2.2 | 5.8 | -0.5 | 3.7 | -2.6 | -6.0 | -0.3 | CCC(=O)/C=C1\Sc2ccc(OC)cc2N1CCO
2.8 | 0.5 | 5.9 | 1.4 | 3.5 | -11.1 | 0.2 | 0.2 | 9.5 | -0.7 | Cc1ccc(NC(=O)COC(=O)c2ccc(Cl)nc2)cc1S(=O)(=O)N1CCCCC1
0.9 | -2.3 | -0.3 | -0.2 | 11.1 | -0.4 | -0.1 | 0.1 | -3.5 | -0.3 | Cc1ccc(N2C(=O)CC(Sc3ncccn3)C2=O)cc1C (stereo not drawn)
0.6 | -1.4 | -2.8 | 1.6 | -10.7 | -1.7 | -0.9 | 1.7 | -5.0 | -0.2 | C=CCn1c(C)nnc1SCC(=O)NC1CC1
-1.0 | -0.1 | 2.7 | 1.0 | 4.3 | -10.6 | 1.7 | 1.1 | -0.1 | -0.6 | CCCn1nnc(NC(=O)c2cc(Br)ccc2OC)n1
0.4 | 1.3 | -3.1 | -11.4 | -8.0 | -4.5 | 1.0 | 1.0 | -7.0 | -1.6 | COc1cc(/C=N/NC(=O)c2cnn3c(C)cc(-c4ccccc4)nc23)ccc1O

A draw from above in order of heavy-atom count, falling.
SUMO1 PPI mod | LMPTP inh | eLon inh | DNMT1 inh | CendR NRP1 mod | MsrA act | MsrA inhibitor | STEP inh | Scp-1 inhibitor | TbMetRS inhib | Compound
2.1 | 0.7 | -14.5 | 8.1 | 9.5 | -10.4 | 0.3 | 1.2 | 1.4 | -0.6 | COc1ccc(-c2cc(C(F)(F)F)nc(-n3ccnc3C)n2)cc1
5.8 | 6.3 | -2.1 | 6.0 | -9.5 | -12.8 | 1.6 | 1.4 | -12.8 | -1.2 | O=C(N/N=C/c1ccc([N+](=O)[O-])cc1)c1cc2ccccc2o1
0.6 | -1.4 | -2.8 | 1.6 | -10.7 | -1.7 | -0.9 | 1.7 | -5.0 | -0.2 | C=CCn1c(C)nnc1SCC(=O)NC1CC1
